# Bioassay records (PubChem)
# Fam108B inh – counter-screen for RBBP9 inhibitors: inhibitors of mouse Fam108B; recombinant Fam108B, FP-Rh probe fluorescence polarization; inhibition, % at 9.51 µM; 300,000 tested, 0.33% active; AID 1947;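 active means inhibition above the screen mean inhibition plus 3 SD, computed separately per campaign, cut at about 18% in these data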;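 further: inhibitors lower polarization as less probe binds the enzyme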
# PAFAH1B3 FP inh – blocks human PAF acetylhydrolase 1B catalytic subunit 3. 340,000 tested, 0.28% active. inhibition, % at 3.39 µM. recombinant PAFAH1B3, FP-rhodamine probe, fluorescence polarization. Q15102;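 active means inhibition above the screen-wide average of all tested compounds plus 3 SD, cut at about 25% in these data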;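 further: 0% = enzyme with DMSO only and 100% = wells lacking PAFAH1B3 protein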
# Target sequence (Q15102 whole entry, looked up): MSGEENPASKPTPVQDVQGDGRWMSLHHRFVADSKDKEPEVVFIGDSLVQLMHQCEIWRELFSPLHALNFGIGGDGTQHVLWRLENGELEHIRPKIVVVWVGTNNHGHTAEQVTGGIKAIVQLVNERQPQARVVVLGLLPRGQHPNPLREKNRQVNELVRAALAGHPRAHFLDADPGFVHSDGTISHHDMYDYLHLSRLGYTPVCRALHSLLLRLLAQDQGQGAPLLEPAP
# GSTO1 counter – blocks human GSTO1 in RBBP9 counter-screen. 300,000 tested, 1.1% active. recombinant GSTO1, activity-based probe fluorescence polarization. AID 1974. inhibition, % at 5.96 µM;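 active means inhibition above the campaign mean inhibition plus 3 SD, cut at about 35% in these data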;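 further: 0% = GSTO1-1 with DMSO and 100% = wells lacking GSTO1-1 enzyme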
# Target sequence (P78417 whole entry, looked up): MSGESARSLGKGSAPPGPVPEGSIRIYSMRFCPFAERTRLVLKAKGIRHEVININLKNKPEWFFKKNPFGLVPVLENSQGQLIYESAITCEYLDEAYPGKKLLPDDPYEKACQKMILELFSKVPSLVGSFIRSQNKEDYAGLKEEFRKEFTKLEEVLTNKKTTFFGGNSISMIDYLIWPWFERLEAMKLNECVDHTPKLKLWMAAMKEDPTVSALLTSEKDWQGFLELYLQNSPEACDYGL
# PAFAH1B2 FP inh – PAFAH1B2 (human) inhibition. P68402. recombinant PAFAH1B2, FP-rhodamine activity probe, fluorescence polarization. inhibition, % at 3.39 µM. 340,000 tested, 1.2% active. AID 492953;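 active means inhibition above the mean of all tested compounds plus 3 SD, cut at about 24% in these data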;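 further: 0% = enzyme with DMSO and 100% = wells lacking PAFAH1B2; many of its hits are not listed in these tables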
# Target sequence (P68402 whole entry, looked up): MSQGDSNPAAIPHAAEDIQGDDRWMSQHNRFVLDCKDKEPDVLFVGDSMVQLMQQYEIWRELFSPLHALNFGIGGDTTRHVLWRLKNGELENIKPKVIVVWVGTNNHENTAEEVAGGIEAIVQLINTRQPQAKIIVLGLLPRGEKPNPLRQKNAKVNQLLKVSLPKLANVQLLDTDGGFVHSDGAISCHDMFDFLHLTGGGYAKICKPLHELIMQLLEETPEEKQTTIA
# PAFAH2 inh – inhibitors of human PAFAH2. inhibition, % at 3.39 µM. AID 492956. Q99487. recombinant PAFAH2, FP-rhodamine activity probe, fluorescence polarization. 340,000 tested, 0.99% active;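 active means inhibition above the mean over all tested compounds plus 3 SD, cut at about 30% in these data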;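 further: inhibitors block probe labeling of enzyme so polarization drops; 0% = enzyme with DMSO and 100% = wells lacking PAFAH2 protein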
# LYPLA1 counter – blocks human lysophospholipase 1, a PME1 counter-screen; O75608; recombinant LYPLA1, FP-Rh probe fluorescence polarization; inhibition, % at 5.9 µM; 320,000 tested, 0.16% active;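 active means inhibition above the mean of all tested compounds plus 3 SD, set per campaign, cut at about 14% in these data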;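 further: inhibitors block serine hydrolase probe labeling of LYPLA1 so polarization falls; 0% = enzyme with DMSO and 100% = wells lacking LYPLA1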
# Target sequence (O75608 whole entry, looked up): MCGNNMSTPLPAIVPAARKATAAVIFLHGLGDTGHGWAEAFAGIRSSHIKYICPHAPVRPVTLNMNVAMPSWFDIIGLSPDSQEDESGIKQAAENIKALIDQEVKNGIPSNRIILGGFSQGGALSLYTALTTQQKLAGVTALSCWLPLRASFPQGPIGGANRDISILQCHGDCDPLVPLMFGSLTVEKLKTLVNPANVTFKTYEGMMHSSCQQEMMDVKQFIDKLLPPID
# PME-1 primary – PME-1 (human) inhibition; Q9Y570; recombinant PME-1, FP-Rh probe fluorescence polarization; inhibition, % at 5.9 µM; 320,000 tested, 0.53% active; AID 2130;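 active means inhibition above the campaign mean of all compounds plus 3 SD, cut at about 26% in these data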;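 further: competitive labeling of PME-1 active site by serine hydrolase directed probe; 0% = PME-1 with DMSO and 100% = wells lacking PME-1 enzyme; inhibitors block probe labeling so polarization falls and inhibition rises; many of its hits are not listed in these tables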
# pPAFAH inh – inhibitors of human plasma PAF acetylhydrolase (pPAFAH); Q13093; recombinant pPAFAH, FP-rhodamine probe fluorescence polarization; inhibition, % at 3.39 µM; 330,000 tested, 1.5% active; AID 463082;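 active means inhibition above the mean inhibition across the screen plus 3 SD, cut at about 25% in these data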;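 further: inhibitors block binding of the rhodamine activity-based probe so polarization drops; 0% = enzyme with DMSO and 100% = wells lacking pPAFAH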
# PAD4 FP inh – blocks human protein arginine deiminase 4. Q9UM07. recombinant PAD4, RCA probe fluorescence polarization. inhibition, % at 6.36 µM. 330,000 tested, 0.41% active. AID 485272;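 active means percent inhibition above a cutoff equal to the mean of all tested compounds plus 3 SD, cut at about 15% in these data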;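 further: 0% = PAD4 with RCA probe and DMSO and 100% = probe without PAD4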
# The depositor's hits bear a star; · = not tested or not shown. This is a subset, so the mix of outcomes need not match the whole.
No.	mol	Fam108B inh	PAFAH1B3 FP inh	GSTO1 counter	PAFAH1B2 FP inh	PAFAH2 inh
1	COc1cc(CNC(C)c2ccccc2)c(Br)cc1OCC(N)=O (centres undefined)	5	-1	6	3	-6
2	O=C(CCCOc1ccccc1)N1CCN(C(=O)c2ccco2)CC1	1	-2	8	0	1
3	Cc1ccc(C2(C)NC(=O)N(CC(=O)NNC(=O)c3cc(C)oc3C)C2=O)cc1 (centres undefined)	0	7	-6	0	1
4	Cc1nc2ccccc2n1CC(=O)NC1CCCC1	0	0	6	1	6
5	CCS(=O)CCSC(=N)N (centres undefined)	1	4	-7	2	3
6	Cc1c(Br)c(=O)oc2c(Br)c(O)ccc12	1	7	-23	2	4
7	C=CCNC(=O)Nc1ccc(OCC)cc1	0	6	1	1	0
8	CCC(C)c1ccccc1NC(=O)COC(=O)C1=NN(c2ccccc2)C(=O)CC1 (centres undefined)	·	10	·	3	11
9	CCc1ccc(C(=O)COC(=O)c2nn(C)c(=O)c3ccccc23)cc1	-8	10	14	-2	-6
10	COc1ccc(N2CCN(S(=O)(=O)c3ccc4c(c3)CCCC4)CC2)c([N+](=O)[O-])c1	2	1	5	-2	1

No.	LYPLA1 counter	PME-1 primary	pPAFAH inh	PAD4 FP inh
1	1	1	2	1
2	1	6	0	1
3	-2	0	-2	-4
4	0	3	4	-1
5	-1	-8	3	-1
6	-1	-3	1	2
7	0	-1	0	0
8	·	·	14	-4
9	-1	-8	-14	-1
10	0	2	2	4

# (more compounds)
No.	mol	Fam108B inh	PAFAH1B3 FP inh	GSTO1 counter	PAFAH1B2 FP inh	PAFAH2 inh
11	Cc1nc(NC(=O)c2ccc(Br)o2)sc1C	-2	5	7	0	5
12	Cc1cc(C)nc(SCC(=O)Nc2nc(-c3ccccc3)c(-c3ccccc3)o2)n1	-1	10	-13	3	-5
13	O=C(CSc1nnc(CNC(=O)c2ccco2)o1)Nc1nc2ccccc2s1	0	-2	14	3	-2
14	Clc1ccc(CCNc2ncnc3nc[nH]c23)cc1	-1	2	5	20	6
15	CCCC(=O)N=C1SC2CS(=O)(=O)CC2N1c1ccc(-c2nc3ccc(C)cc3s2)cc1 (centres undefined)	-16	-12	-11	-6	-17
16	O=C(c1ccccc1)c1ccccc1C(=O)N1CCCC1	3	8	-2	2	3
17	Cc1csc(NC(=O)CSc2nnc(Cc3cccn3C)n2-c2ccc(F)cc2)n1	2	3	1	7	1
18	CN(C)c1cccc(C(=O)N/C=C/n2cnc3cc(C(F)(F)F)ccc32)c1	-3	10	-5	5	0
19	CC(C1CC2CCC1C2)n1c(-c2ccco2)n[nH]c1=S (centres undefined)	-1	4	-5	27*	10
20	CCCC(C)NC(=O)C1CC(=O)N(CCc2ccc(F)cc2)C1 (centres undefined)	-6	-1	1	3	8

No.	LYPLA1 counter	PME-1 primary	pPAFAH inh	PAD4 FP inh
11	-6	2	2	-5
12	-7	-2	10	0
13	-3	4	2	-1
14	-1	1	2	-12
15	-4	1	2	-3
16	0	1	5	-6
17	3	-2	5	-1
18	0	1	1	4
19	2	-2	5	-2
20	7	11	1	4

# Later entries:
No.	mol	Fam108B inh	PAFAH1B3 FP inh	GSTO1 counter	PAFAH1B2 FP inh	PAFAH2 inh
21	CCC(=O)Nc1ccc(C2C(=O)c3ccccc3C2=O)cc1	-1	4	-4	3	4
22	CCn1c(SCC(=O)Nc2cc(C)on2)nnc1-c1c[nH]c2ccccc12	0	-2	0	0	-3
23	CC12CCC(=O)N1C(C(=O)Nc1ccc(Br)cc1Cl)CS2 (centres undefined)	3	6	6	2	2
24	O=C(Nc1c(Cl)cc(Cl)cc1C(=O)NCCN1CCOCC1)c1cccc([N+](=O)[O-])c1	1	-10	1	0	-5
25	CCCCn1c(N)c(N(CCC(C)C)C(=O)CSc2nnc3ccccn23)c(=O)[nH]c1=O	-1	5	-6	1	8
26	O=[N+]([O-])c1c(N2CCN(CCO)CC2)nc2ccccn12	-3	13	-1	2	4
27	COc1ccc(N(CC(=O)Nc2ccc3c(c2)OCCO3)S(=O)(=O)c2c(C)noc2C)cc1	4	8	5	3	3
28	O=C(CCC(=O)c1cccs1)NNC(=O)c1ccccc1Cl	·	-3	·	-2	7
29	COc1ccccc1-c1c(C)nn2c(C)c(C(C)=O)cnc12	7	2	3	1	5
30	COc1ccccc1NC(=O)C(C)OC(=O)C1CC(=O)N(c2ccc3c(c2)OCCO3)C1 (centres undefined)	-4	10	3	-1	-3

No.	LYPLA1 counter	PME-1 primary	pPAFAH inh	PAD4 FP inh
21	-5	6	-1	0
22	-3	-4	3	1
23	-1	3	-3	-1
24	-2	-1	-1	-5
25	4	-2	1	-3
26	3	-4	0	4
27	0	2	2	-3
28	1	2	3	-1
29	2	-1	5	1
30	0	0	11	-4

# Complete entries from above:
# Profile of CCC(=O)Nc1ccc(C2C(=O)c3ccccc3C2=O)cc1 → Fam108B inh: -1; PAFAH1B3 FP inh: 4; GSTO1 counter: -4; PAFAH1B2 FP inh: 3; PAFAH2 inh: 4; LYPLA1 counter: -5; PME-1 primary: 6; pPAFAH inh: -1; PAD4 FP inh: 0
# Profile of CCCCn1c(N)c(N(CCC(C)C)C(=O)CSc2nnc3ccccn23)c(=O)[nH]c1=O → Fam108B inh: -1; PAFAH1B3 FP inh: 5; GSTO1 counter: -6; PAFAH1B2 FP inh: 1; PAFAH2 inh: 8; LYPLA1 counter: 4; PME-1 primary: -2; pPAFAH inh: 1; PAD4 FP inh: -3

# Continued.
No.	mol	Fam108B inh	PAFAH1B3 FP inh	GSTO1 counter	PAFAH1B2 FP inh	PAFAH2 inh
31	O=C1COCC(=O)N1CCc1c[nH]c2ccccc12	2	3	-9	5	7
32	COc1cc2c(cc1OC)CN(C(=O)c1cc3ccccc3oc1=O)CC2	1	2	4	-3	3
33	CC(C(=O)NCC1CCCCC1)N(C)Cc1cccc(Cl)c1 (centres undefined)	0	-1	-4	3	-3
34	CCOC(=O)N1CCN(C(=O)C2CCN(Cc3ccc(O)c(OCC)c3)CC2)CC1	-1	5	7	0	-1
35	CC(C)(C)OC(=O)NNC(=O)Nc1ccccc1C(F)(F)F	0	7	14	1	-3
36	O=C(NC(NC(=S)Nc1ccccc1Cl)C(Cl)(Cl)Cl)c1cccc(Cl)c1 (centres undefined)	-97	-41	-31	-16	-40
37	C/C(=N/OC(=O)C1CC1c1ccccc1)c1ccccc1 (centres undefined)	3	6	6	46*	32*
38	COC(=O)N1CC(=O)N(OC)C1c1ccc(Cl)cc1Cl (centres undefined)	1	5	-6	2	1
39	O=P1(O)C=C(c2ccccc2)NC(c2ccccc2)=C1	-3	6	-2	-2	6
40	COc1ccc2[nH]c(=O)c(CNc3cc(C)ccc3C)cc2c1	2	-1	1	3	2

No.	LYPLA1 counter	PME-1 primary	pPAFAH inh	PAD4 FP inh
31	2	5	5	3
32	3	0	1	-4
33	-1	8	6	0
34	3	-1	5	0
35	-3	-4	-1	3
36	-72	-116	-24	-6
37	0	-3	13	-3
38	1	2	4	4
39	0	-2	-7	2
40	2	3	10	-3

# Following part
No.	mol	Fam108B inh	PAFAH1B3 FP inh	GSTO1 counter	PAFAH1B2 FP inh	PAFAH2 inh
41	O=C(O)CNCC1COc2ccccc2O1 (centres undefined)	-3	4	-1	4	-3
42	CC(C)(C)c1ccc(/C=N/n2cnnc2)cc1	0	4	1	3	4
43	C/C(=N\NC(=O)CN1CCN(Cc2ccc(C)cc2)CC1)c1ccncc1	7	-1	3	3	-3
44	COc1ccc(S(=O)(=O)n2[nH]c(=O)c(CCO)c2C)c([N+](=O)[O-])c1	-2	9	4	1	-4
45	CCCc1cc(C(=O)N2CCC(n3nccc3NC(=O)c3ccc(OC)cc3)CC2)no1	2	18	-3	-3	1
46	Cc1cc(C(=O)N2CCN(c3ccccc3)CC2)c(C)o1	2	13	1	0	-3
47	O=C(COC(=O)Cc1ccc(S(=O)(=O)N2CCOCC2)s1)Nc1ccccc1Cl	·	2	·	1	1
48	O=C(c1ccccc1)N1CCN(S(=O)(=O)c2cccs2)CC1	3	-7	7	3	6
49	CSc1ccccc1NC(=O)C1CC(c2ccccc2O)=NO1 (centres undefined)	4	7	10	3	1
50	O=C(Nc1ccccc1)c1cc2c(=O)c3ccccc3oc2nc1C(F)(F)F	-1	4	-5	2	-1

No.	LYPLA1 counter	PME-1 primary	pPAFAH inh	PAD4 FP inh
41	3	5	5	-4
42	-1	-1	3	-5
43	1	1	2	-3
44	-1	-2	-3	-2
45	7	5	3	-1
46	-2	1	2	0
47	·	·	7	-1
48	-1	9	-2	-5
49	-2	0	5	1
50	1	0	-5	-2

# More entries follow.
No.	mol	Fam108B inh	PAFAH1B3 FP inh	GSTO1 counter	PAFAH1B2 FP inh	PAFAH2 inh
51	COC(=O)C1=C(C)NC(C)=C(C(=O)OC(C)C)C1c1cccc2nonc12 (centres undefined)	2	6	10	-6	5
52	CN(C)S(=O)(=O)c1ccc(C(=O)NNc2nc(-c3ccccc3)c3cc(Br)ccc3n2)cc1	-6	4	2	3	-2
53	CCOC(=O)CCCNC(=O)COC(=O)c1cccc(F)c1	-2	11	7	3	-8
54	CCCCc1nnc(NC(=O)CN2C(=O)NC3(CCCCC3)C2=O)s1	-3	2	-2	-2	2
55	O=C(CSc1nnc2ccc(-c3ccccn3)nn12)NCC1CCCO1 (centres undefined)	4	0	-1	3	-2
56	CCC(CC)c1nnc(NC(=O)c2cc([N+](=O)[O-])ccc2N2CCCCC2)s1	-2	-11	-4	5	7
57	C=CCN(CC=C)Cc1c(C)[nH]c2ccc(C(=O)OCC)cc2c1=O	1	0	9	2	-3
58	CCCCn1c(N)c(N(CCOC)C(=O)c2cc(-c3ccc(OC)cc3)nc3ccccc23)c(=O)[nH]c1=O	-3	0	-6	3	-2
59	Clc1cccc(Cl)c1CNc1ccc(N2CCCC2)cc1	4	·	23	·	·
60	CCOC(=O)N1CCN(CC(=O)Nc2ccc(Oc3ccccc3)cc2)CC1	2	10	14	6	9
61	CCCn1nc(Oc2nc(SC)nc(N(C)C)n2)ccc1=O	3	9	3	6	-5
62	COC(=O)C1=C(C(=O)OC)[C@@H]2Nc3ccccc3[C@@]23C[C@@H](C(=O)OC)N(C(=O)c2cc(C)oc2C)C3=N1	0	11	-1	-5	-6

No.	LYPLA1 counter	PME-1 primary	pPAFAH inh	PAD4 FP inh
51	3	-1	-1	0
52	-6	-12	30*	-6
53	-4	2	-4	-2
54	2	-1	1	-4
55	-1	0	7	1
56	-1	1	0	4
57	1	-4	-4	-7
58	-4	-5	3	6
59	2	4	27*	0
60	5	4	12	1
61	-4	5	1	-2
62	-1	16	-3	-1

# An excerpt from above in order of the PME-1 primary value, high to low:
no.	smiles	PAFAH1B3 FP inh	PAFAH1B2 FP inh	PAFAH2 inh	PME-1 primary	pPAFAH inh	PAD4 FP inh
62	COC(=O)C1=C(C(=O)OC)[C@@H]2Nc3ccccc3[C@@]23C[C@@H](C(=O)OC)N(C(=O)c2cc(C)oc2C)C3=N1	11	-5	-6	16	-3	-1
60	CCOC(=O)N1CCN(CC(=O)Nc2ccc(Oc3ccccc3)cc2)CC1	10	6	9	4	12	1
58	CCCCn1c(N)c(N(CCOC)C(=O)c2cc(-c3ccc(OC)cc3)nc3ccccc23)c(=O)[nH]c1=O	0	3	-2	-5	3	6
